# HIF-2a inh = inhibitors of HIF-2a; inhibition, % at 18.8 µM; 786-0 RCC cells HIF-2a reporter, luciferase luminescence, overnight; AID 624352; actives 0.72% (n = 360,000);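 active means inhibition of the luminescence signal of 40% or more relative to plate controls, in a single-dose primary screen at 18.75 µM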
# TRPM1 prom inh = MITF TRPM1 promoter inhibition in SK-MEL-5 cells; inhibition, % at 12.5 µM; actives 0.83% (n = 330,000); SK-MEL-5 TRPM1 promoter luciferase, 24 h;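 active means mean inhibition across replicates of 60% or more, whatever share of single replicates reaches that level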; further: values of inactives mirror those of a sister screen read the other way
# KKLEB cytotox = CF airway cell cytotoxicity counter-screen; actives 0.36% (n = 360,000); AID 602141; activity change (cytotoxicity), % at 5 µM; KKLEB CF airway cells viability, ATPlite luminescence, overnight; stronger effect = lower value; cells stimulated with P. aeruginosa culture filtrate;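 active means corrected activity change at or below -50% at 5 µM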
# Shn3 3UTR inh = Schnurri-3 reporter inhibition in Clone20 osteoblasts. AID 588674. inhibition, % at 12.5 µM. Clone20 osteoblast Shn3 3'UTR firefly luciferase, 24 h. actives 0.52% (n = 360,000);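 active means mean inhibition of at least 75% with every replicate also reaching 75%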;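 further: 0% = median of neutral control wells and 100% = pilot-screen positive control compound; some compounds past the cut are filed as inactive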
# NR2E3 ag-1 = agonists of human nuclear receptor NR2E3; Q9Y5X4; inhibition of corepressor binding, % at 4.78 µM; AID 2300; GST-NR2E3/biotin-RetCOR TR-FRET, 1536-well; actives 0.12% (n = 320,000);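 active means percent inhibition above the cutoff of mean plus 3 SD of all tested compounds, set per screening campaign, cut at about 20% in these data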;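 further: 0% = DMSO wells and 100% = biotin wells as full block of FRET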
# Target sequence (Q9Y5X4 whole entry, looked up): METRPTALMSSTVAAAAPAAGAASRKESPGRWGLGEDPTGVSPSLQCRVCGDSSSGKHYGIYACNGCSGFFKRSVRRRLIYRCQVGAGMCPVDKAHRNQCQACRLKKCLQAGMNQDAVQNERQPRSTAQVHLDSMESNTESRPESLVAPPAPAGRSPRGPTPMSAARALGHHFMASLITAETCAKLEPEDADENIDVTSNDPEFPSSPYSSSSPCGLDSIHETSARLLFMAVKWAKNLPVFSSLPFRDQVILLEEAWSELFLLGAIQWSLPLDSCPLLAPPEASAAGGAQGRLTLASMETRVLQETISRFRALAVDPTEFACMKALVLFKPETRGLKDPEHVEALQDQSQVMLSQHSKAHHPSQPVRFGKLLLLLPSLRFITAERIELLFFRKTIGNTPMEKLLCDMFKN
#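 Test system – NR2E3–RetCOR corepressor complex · Quantity – NR2E3 fusion 1.35 nM · Buffer or medium – Tris pH 7.5 · Incubation – Compound–protein incubation for 5 h at 4 °C · Technique – TR-FRET, Eu(K)-anti-GST donor, streptavidin-D2 acceptor, ex 340, em 617/671 nm · Evaluation – percent inhibition of 671/617 nm emission ratio versus biotin and DMSO controls · Plate – 1536-well format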
# CF NFkB block = blocks PAF-induced NF-kB reporter in cystic fibrosis cells; KKLEB NF-kB-GFP reporter, GFP fluorescence overnight; inhibition, % at 5 µM; actives 0.86% (n = 360,000);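 active means at least 50% inhibition at 5 µM, scaled per plate between neutral and stimulator controls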;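 further: PAF is a Pseudomonas aeruginosa culture filtrate used as stimulus; plate controls were PAF-stimulated DMSO wells for no effect and unstimulated DMSO wells for full effect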
# EBV LMP1 NFkB = reduces LMP1-driven NF-kappaB luciferase signal. LMP1-induced NF-kappaB luciferase reporter cells, luminescence. inhibition, % at 12.5 µM. actives 0.69% (n = 350,000). AID 504558; in the data active means inhibition above about 41%;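 further: 0% = neutral control wells and 100% = reference inhibitor control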
# Peg3 prom inh = Peg3 promoter activity inhibition; HeLa PEG-Prom luciferase reporter, luminescence, overnight; inhibition, % at 20 µM; actives 1.7% (n = 360,000); AID 588405;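 active means inhibition of at least 50% at 20 µM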
# C8 TRAIL sens = caspase-8 TRAIL sensitization | NB7+C8 cells + TRAIL, ATPlite viability luminescence | inhibition (viability loss, TRAIL sensitization), % at 10 µM | actives 1% (n = 360,000);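 active means compounds causing at least 50% loss of cell viability in the single-dose screen, relative to plate controls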
# hiPSC survival = hiPSC single-cell survival enhancement. ATPlite luminescence; 100% = ROCK inhibitor wells, 0% = DMSO. survival enhancement, % at 20 µM. actives 0.044% (n = 360,000). AID 602274; in the data active means survival enhancement above about 18%;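 further: cells exposed to compounds for 16 hours before the ATP read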
# NR2E3 ag-2 = activates human NR2E3 receptor. Q9Y5X4. CHO-S Gal4-NCOR/VP16-NR2E3 two-hybrid, luciferase. actives 0.35% (n = 360,000). AID 602229. inhibition of corepressor binding, % at 3.98 µM;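 active means inhibition above the mean of all tested compounds plus 3 SD, cut at about 70% in these data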;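 further: 0% = DMSO with NR2E3 transfected cells and 100% = cells lacking NR2E3 construct; higher means lower luciferase signal from less NR2E3 corepressor binding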
# Active calls of the source: *; nt = no result given. Only part of the results is shown; rates above refer to the full screens.
SMILES,HIF-2a inh,TRPM1 prom inh,KKLEB cytotox,Shn3 3UTR inh,NR2E3 ag-1,CF NFkB block,EBV LMP1 NFkB,Peg3 prom inh,C8 TRAIL sens,hiPSC survival,NR2E3 ag-2
COc1ccc(S(=O)(=O)Cc2ccc(C(=O)NCc3cccnc3)o2)cc1,11.1,nt,-3.2,-1.3,2.8,-7.3,-1.2,15.4,21.8,-2.7,-5.5
O=C(Nc1ccc(C(=O)N2CCCCC2)cc1)c1cccc([N+](=O)[O-])c1,-41.2,-3.9,5.1,20.9,4.1,0.9,-2.5,-19.0,4.0,0.4,-23.0
COc1ccccc1CNC(=O)c1cc(-c2ccccc2C)nn1CC1CC(c2cccnc2)=NO1 (stereo not given),14.4,-3.7,-16.1,6.8,0.3,40.1,-5.4,36.5,-21.5,3.2,2.6
CCc1nc2ccc(C(=O)N3CCN(C(C)=O)CC3)cn2c1N(CC)C(C)=O,-9.8,nt,9.5,-0.1,nt,2.6,nt,6.6,4.3,-2.3,-7.7
CCc1c(C(=O)Nc2ncn(Cc3cccc(C)c3)n2)csc1C,12.5,14.7,-8.0,18.2,-3.0,-0.4,2.6,11.3,-5.8,-2.1,-19.5
O=C(CCS(=O)(=O)c1ccccc1)N(CCCN1CCOCC1)c1nc2ccc(F)cc2s1,-180.0,-29.0,-38.2,-146.5,-2.8,59.1*,-5.4,94.3*,19.6,-0.5,-58.7
CCN1CCN(c2ccc(S(=O)(=O)N3CCCCC3)cc2NC(=O)/C=C/c2ccc(Cl)cc2)CC1,-1.6,89.1*,-9.4,-23.2,nt,7.6,-0.4,84.6*,1.3,-0.2,-26.6
CNc1cncc(-c2cccc(C(=O)NC3CC3)c2)n1,-35.9,nt,4.5,-6.6,nt,4.1,nt,-32.4,18.7,-0.9,-25.7
O=C(NCCN1CCOCC1)c1ccccc1N1C(=O)[C@@H]2Cc3c([nH]c4ccccc34)C(c3ccccc3)N2C1=O (stereo not given in full),11.9,nt,-2.7,-2.4,-0.8,3.1,-5.2,9.2,-12.2,-1.5,-6.0
COc1ccccc1C(=O)NCC(=O)OCC(=O)N(CC(C)C)c1c(N)n(Cc2ccccc2)c(=O)[nH]c1=O,8.6,-4.1,2.8,-9.6,-1.4,-17.6,3.5,-7.9,1.3,-0.4,19.5
Cc1ccc(Nc2c([N+](=O)[O-])c(=O)oc3ccccc23)cc1C,-42.2,29.6,-14.5,2.1,11.4,17.7,-10.9,-1.3,-12.1,-0.7,-14.7
CC(=O)N(C(C)=O)c1c(N2CCCC2)c2ccccc2oc1=O,11.9,12.7,0.4,-3.8,1.5,-25.7,-7.3,-3.8,-4.7,0.1,-19.5
COc1ccccc1NC(=O)CCSCCC(=O)Nc1ccccc1OC,13.5,8.1,1.7,9.9,-2.9,3.4,-12.3,2.8,-3.8,2.7,-1.9
CCOC(=O)C1=C(CC)OC(N)=C(C#N)C1c1ccc(OC)c(C)c1OC (stereo not given),19.6,4.2,-5.9,12.8,-0.3,15.2,-1.1,2.0,-4.7,2.0,-9.6
CCNS(=O)(=O)c1ccc(NC(=S)NCC2CCCO2)cc1 (stereo not given),13.9,-9.2,7.2,-13.3,1.5,-0.1,-4.0,9.8,-5.7,-1.5,-12.7
O=C(Cc1ccc(Cl)cc1)NC(=S)Nc1ccccc1O,-31.0,0.8,-3.7,-4.9,-4.2,7.2,11.5,-30.8,-8.1,0.5,-4.5
Cc1c(OCC(=O)N2CCC(C(N)=O)CC2)ccc2c1oc(=O)c1ccccc12,-58.0,-6.8,-12.1,9.9,-2.8,4.4,-9.7,-23.8,10.9,0.2,-7.8
COc1ccc(CCNC(=O)CSc2nc(N)cc(=O)[nH]2)cc1OC,9.5,-3.4,4.7,-12.7,5.6,12.9,-7.0,-0.8,-0.8,-1.5,8.9
Cc1ccc(SCCNC(=S)Nc2cc(C)cc(C)c2)cc1,9.9,-3.4,-6.2,-26.4,-0.3,15.0,4.9,31.1,0.5,-2.8,55.0
Cc1ccc(/C=C/S(=O)(=O)NCC(=O)OCC(=O)Nc2ccc(C(=O)N(C)C)cc2)cc1,10.2,-2.2,-24.6,7.3,1.6,-2.6,8.2,-15.4,-9.0,-0.3,-6.1
Cc1cc(Br)ccc1OCCN1CCCC1,13.6,0.5,1.1,-9.6,5.1,-7.1,-9.6,-7.2,5.5,-0.2,-15.2
CCC(=O)Nc1ccc(Cl)c(NC(=S)NC(=O)c2cc3ccccc3o2)c1,-19.0,-23.0,-1.0,17.9,-1.7,-7.7,-18.6,-44.3,6.8,-1.4,0.6
CN1CCN(S(=O)(=O)c2ccc(N3CCc4ccccc4C3)nc2)CC1,-13.5,-6.2,1.8,19.0,5.0,19.9,-5.5,-25.2,-0.4,-0.2,-6.4
CC(C)NS(=O)(=O)c1ccc(NC(=O)C(C)OC(=O)CCC2CCCC2)cc1 (stereo not given),11.2,-8.5,15.0,4.3,-1.4,-35.9,4.3,4.9,-15.8,3.2,14.1
FC(F)(F)c1cnc2c(-c3ccc(Cl)cc3Cl)noc2c1,4.4,-8.9,0.8,-1.0,0.7,5.0,-1.8,-4.4,4.1,1.3,2.6
O=C(CCc1nc(-c2ccccc2)no1)Nc1cccc(C(=O)NC2CC2)c1,-8.1,-2.8,-8.1,-1.8,0.4,10.7,1.7,-5.5,5.3,0.2,-7.3
COc1cc(Cl)nn(-c2ccccc2)c1=O,9.1,5.1,-2.4,-4.4,-0.6,4.7,-11.8,0.3,3.1,-0.5,-3.2
CN1CCN(S(=O)(=O)c2ccc(NC(=O)c3ccc(F)cc3Cl)cc2)CC1,15.2,-2.4,8.5,-36.9,5.0,-1.6,4.4,5.6,-12.1,-0.4,6.6
CN1C(=O)C(CC(=O)Nc2ccc(F)cc2)N(Cc2cccs2)C1=S (stereo not given),16.4,-0.1,-3.1,-15.6,0.0,8.2,-4.4,15.5,25.9,0.1,14.1
CC(C)(C)Nc1nc(Oc2ccc(=O)[nH]n2)nc(N2CCOCC2)n1,10.6,-6.5,0.9,-25.1,0.5,-7.7,2.7,0.4,-5.8,-1.0,3.3
CC(=O)N1CCc2cc(S(=O)(=O)NCCCN3CCCCC3)ccc21,8.4,-7.6,-0.3,-2.3,0.3,4.1,4.6,7.9,-8.1,-0.5,8.5
CC(O)c1cccc(NC2=CC(=O)CC(C)(C)C2)c1 (stereo not given),16.0,-1.4,0.8,-7.7,1.8,-4.1,7.8,12.9,-7.8,-0.5,-11.2
Cc1ccc(OCCCCNC(C)(C)C)c([N+](=O)[O-])c1,10.5,1.8,5.5,-9.3,3.9,-25.4,2.3,10.3,20.9,-1.7,27.4
CCCNC(=O)Cn1c(=O)/c(=C\c2ccc(-c3ccc([N+](=O)[O-])cc3)o2)s/c1=C\C(=O)C(C)(C)C,16.9,11.5,-3.2,7.3,1.4,-167.3,-1.0,15.7,-26.8,1.1,5.1
Cc1cc(Cl)ccc1OCc1nnc(-c2ccccc2C)o1,-280.5,-107.2,-2.4,-109.4,nt,-0.6,10.5,-290.7,5.4,-0.4,-13.8
CCSc1nnc(NC(=O)COc2ccccc2[N+](=O)[O-])s1,-231.7,-19.4,11.8,-28.5,5.2,-26.7,-15.5,-185.8,9.4,-0.5,-56.4
N#Cc1ccccc1Sc1ccccc1C(=O)Nc1ccc2ccccc2c1,10.0,-0.2,-17.9,1.9,-1.6,-12.4,-26.2,13.4,1.1,1.8,-17.9
CCCn1nc(NC(=O)COC)c2cc3cccc(C)c3nc21,1.8,-6.9,-1.1,-6.4,-2.4,22.7,-5.6,-11.7,-14.6,0.8,-24.1
O=C(CSc1ncn[nH]1)c1ccc2c(c1)OCCO2,-83.1,-23.4,13.6,-19.2,-3.1,-12.9,-12.6,-80.7,1.1,-2.4,-46.2
COCc1nnc(NC(=O)C23CC4CC(CC(C4)C2)C3)s1,-60.2,-27.0,8.2,-8.0,nt,-14.9,-6.2,-62.0,10.9,1.4,-30.4
COc1cc2nc(COc3ccccc3[N+](=O)[O-])oc(=O)c2cc1OC,11.5,5.5,5.7,-7.1,0.9,-2.5,-6.4,4.3,7.3,0.4,-2.0
O=C(COc1ccc(F)cc1)N1CCC(c2ccccc2)C1 (stereo not given),-206.7,-26.9,-1.9,-60.6,2.0,-8.9,-27.7,-147.4,19.7,1.1,-65.5
COc1ccc(CNc2cccc3[nH]c(C(F)(F)F)nc23)cc1,15.4,3.0,-1.8,5.7,-2.6,12.5,1.8,33.9,-8.0,-0.6,-7.0
CC1(C)CC(NC(=O)COc2ccc3ccccc3c2)CC(C)(C)N1,7.6,-0.3,-13.6,-7.4,2.2,0.9,2.8,-3.4,-1.8,-1.4,-28.0
CSc1ccccc1NC(=O)c1cc2c(=O)n3ccccc3nc2s1,-49.8,-31.8,21.5,-20.8,2.0,-22.0,4.2,-20.2,13.2,-0.2,-38.0
Cc1ccc(NC(=O)C(C)OC(=O)C2CC3CCCC(C2)C3=O)cc1S(=O)(=O)N1CCOCC1 (stereo not given),9.4,2.8,5.8,-9.8,nt,13.5,-2.1,0.5,-4.5,0.6,9.9
COC(=O)CCC(=O)c1ccn(S(=O)(=O)c2ccccc2)c1,12.1,-15.5,-1.6,-3.3,0.2,14.9,nt,2.7,-2.9,0.5,-13.4
CC(C)Nc1nc(-c2cccnc2)nc(-c2ccc(Cl)cc2)c1C#N,-7.9,-4.4,-16.2,39.3,1.6,16.3,5.3,-6.1,-10.1,1.0,-25.6

# High-throughput results deposited in PubChem BioAssay by several laboratories.
